# Screening results from PubChem.
# APP 5UTR inh: APP translation inhibition; SH-SY5Y APP 5'UTR-luciferase reporter, luminescence; inhibition, % at 2 µM; 190,000 compounds, 0.82% hits;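 active = inhibition above a set limit, derived from the sample mean plus 3 SD, cut at about 45% in these data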; note: values of inactives mirror those of a sister screen read the other way
# APP 5'UTR act: activates APP 5'UTR luciferase reporter | SH-SY5Y APP 5'UTR luciferase reporter, luminescence; zero percent = DMSO vehicle wells | 190,000 compounds, 1% hits | activation, % at 2 µM | AID 1276;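 active = activation above a set limit, based on mean plus 3 SD of controls, cut at about 140% in these data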; note: values of inactives mirror those of a sister screen read the other way
# STAT3 activator: activators of IL-6 induced STAT3 signaling. U3A cells, IL-6 STAT3-luciferase reporter, luminescence; 100% = signal with IL-6 EC80 alone. activation (% of control), % at 5.6 µM. 190,000 compounds, 0.91% hits;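 active = activation above the screen-wide mean of compound activation plus 3 SD, cut at about 130% in these data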;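 note: 0% = background luminescence of wells with medium and substrate only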
#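 Test system: human U3A cells carrying STAT3-luciferase construct; control set: IL-6-only wells as 100% reference; timing: compound pre-incubation 1 h before IL-6, then 6 h stimulation at 37 °C; also added: IL-6 stimulus at 33 ng/mL final; evaluation: % activation versus median of IL-6-stimulated wells; detection: reporter luminescence signal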
# STAT1 inh: reduces IFN-gamma driven STAT1 reporter signal; 200,000 compounds, 0.35% hits; NIH 3T3 STAT1-luciferase reporter, luminescence; AID 920; inhibition, % at 5.5 µM;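 active = inhibition above a set limit, the mean inhibition across all tested compounds plus 3 SD, cut at about 34% in these data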;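 note: 0% = IFN-gamma with DMSO and 100% = IFN-gamma with 300 µM nifuroxazide; values of inactives mirror those of a sister screen read the other way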
# STAT1 act: activators of IFN-gamma induced STAT1 signaling; activation (% of control), % at 5.5 µM; 200,000 compounds, 2.6% hits; NIH 3T3 STAT1-luciferase reporter, luminescence; 100% = IFN-gamma alone, no compound;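 active = activation above the screen-wide mean activation plus 3 SD, cut at about 130% in these data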;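 note: raw ratio to IFN-gamma control signal so 100% means no change and 0% no light; values of inactives mirror those of a sister screen read the other way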
# FLuc inhib CS: inhibits firefly luciferase, flagging false hits in luciferase inhibition screens; P08659; ATPLite firefly luciferase biochemical luminescence, 10 min; inhibition, % at 10 µM; 200,000 compounds, 1.5% hits;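 active = inhibition above about 50% when tested at 10 µM, limit read from the data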
# Target sequence (P08659 whole entry, looked up): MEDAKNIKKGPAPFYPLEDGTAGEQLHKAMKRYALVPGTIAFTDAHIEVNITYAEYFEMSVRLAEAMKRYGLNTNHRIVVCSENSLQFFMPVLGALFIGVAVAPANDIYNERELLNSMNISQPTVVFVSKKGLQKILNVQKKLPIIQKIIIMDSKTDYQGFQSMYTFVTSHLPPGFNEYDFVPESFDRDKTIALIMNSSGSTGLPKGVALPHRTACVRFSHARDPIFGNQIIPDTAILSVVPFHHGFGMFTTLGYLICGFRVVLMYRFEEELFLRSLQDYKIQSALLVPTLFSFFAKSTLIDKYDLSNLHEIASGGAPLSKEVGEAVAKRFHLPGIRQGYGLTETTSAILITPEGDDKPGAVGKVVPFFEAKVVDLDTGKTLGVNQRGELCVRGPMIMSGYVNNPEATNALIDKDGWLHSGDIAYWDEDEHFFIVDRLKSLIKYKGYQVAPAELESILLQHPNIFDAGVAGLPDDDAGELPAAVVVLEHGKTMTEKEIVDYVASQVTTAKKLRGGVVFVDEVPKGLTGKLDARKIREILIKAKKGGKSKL
# NF-kB expr up: NF-kB expression increase, human neuronal cells. 190,000 compounds, 1.6% hits. fold change at 12.5 µM. AID 1239. NF-kB reporter expression; active compounds read high; in the data active = fold change above about 3.3
# STAT3 blocker: inhibitors of IL-6 induced STAT3 signaling; U3A cells, IL-6 STAT3-luciferase reporter, luminescence; host cell line lacks STAT1; inhibition, % at 5.5 µM; 190,000 compounds, 0.89% hits;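 active = inhibition above the mean inhibition across all screened compounds plus 3 SD, cut at about 44% in these data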;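 note: 0% = DMSO only wells and 100% = 100 µM nifuroxazide control wells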
# RAM network inh: blocks the yeast RAM network; S. cerevisiae dse1pr::URA3 reporter, 5-FOA growth OD615, 2 d; analog-sensitive cbk1-as2 kinase mutant strain; inhibition, % at 50 µM; 190,000 compounds, 1.8% hits; AID 868;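 active = inhibition above a set limit, 3 SD over mean compound inhibition, cut at about 8.4% in these data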;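 note: 0% = DMSO-only wells with no growth and 100% = 10 µM 1-NA-PP1 full growth; inhibition rescues growth on 5-FOA so higher OD means more RAM inhibition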
# Hsp70 act: switches on Hsp70 transcription; 200,000 compounds, 0.04% hits; AID 1203; activation, % at 10 µM; HeLa Hsp70 promoter luciferase reporter, luminescence; scaled: vehicle 0, proteasome-inhibitor control 100%;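 active = activation above the mean across all tested compounds plus 3 SD, cutoff set per campaign, cut at about 5.5% in these data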;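 note: 100% = MG132 at 30 µM as the positive control and 0% = DMSO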
# Numbers without * were called inactive; . = no result given.
SMILES,APP 5UTR inh,APP 5'UTR act,STAT3 activator,STAT1 inh,STAT1 act,FLuc inhib CS,NF-kB expr up,STAT3 blocker,RAM network inh,Hsp70 act
CCOP(=O)(OCC)c1nc(-c2ccc(F)cc2)oc1NCc1ccccc1,-6,6,110,9,92,-3,1.3,-13,-0.2,-0.3
C/C(=N\NC(=O)c1ccccc1-n1cccc1)C1CC1,1,-1,101,8,92,4,1.1,2,3.9,-0.2
COc1ccc(NS(=O)(=O)Cc2ccccc2Cl)cn1,-7,7,103,-1,101,-9,1.2,-1,2.2,0.1
CCOC(=O)C1(CCc2ccccc2)CCN(C(=O)C2CCCO2)CC1 (configuration not stated),-26,26,115,-10,109,-9,1.5,-4,2.9,-0.1
N#CC1=C2SCN(Cc3ccco3)CN2C(=O)CC1c1ccc(Cl)cc1 (configuration not stated),-5,5,101,3,98,2,1.1,2,1.6,-0.5
CC(C)(CO)CNC(=O)CCc1nnc(Cc2ccc(-c3ccccc3)cc2)o1,-11,11,105,3,95,-3,1.2,-2,0.5,-0.1
CCCc1[nH]n(-c2ccc([N+](=O)[O-])cc2)c(=O)c1C=NCCc1ccc(OC)c(OC)c1,4,-4,102,-6,106,-3,0.94,0,4.7,-0.1
COc1cccc(CC2(CO)CCN(S(=O)(=O)N(C)C)CC2)c1,-4,4,103,0,98,-3,0.96,4,2.7,0.0
CCCc1ccc(-c2c(C)sc(N)c2C#N)cc1,-16,16,91,4,97,-4,1.3,9,1.2,-0.2
COC(=O)c1cccc(NC(=O)/C=C/c2cccc([N+](=O)[O-])c2)c1,-20,20,76,-13,112,5,1,30,1.5,-0.3
O=C(CCN1CCN(C(c2ccccc2)c2ccccc2)CC1)N/N=C/c1ccc(O)cc1O,2,-2,104,-10,109,-5,1.6,-5,-0.4,0.1
COc1cccc(C(=O)Nc2cccc(OCC(=O)O)c2)c1,-1,1,99,2,98,17,1.1,-1,-0.4,0.0
Cc1ccc(S(=O)(=O)N2CCC(=O)N(C(COCc3cccc(Cl)c3)C(C)C)CC2)cc1 (configuration not stated),4,-4,107,1,99,-9,0.96,-11,8.6*,-0.3
Cc1cccc(NC(=O)c2ccccc2OCC(=O)N2CCOCC2)c1C,14,-14,104,12,89,3,0.99,-1,0.2,1.0
Cc1c(N(C(=O)Nc2ccccc2)C2=NCC(C)S2)c(=O)n(-c2ccccc2)n1C (configuration not stated),2,-2,96,6,94,1,1,8,-0.1,-0.4
CCCC1=C(C(=O)OCC)C(c2cccs2)C(C#N)=C(N)O1 (configuration not stated),6,-6,104,7,93,-3,0.95,2,1.7,-0.3
O=C(CC12CC3CC(CC(C3)C1)C2)N1CCOCC1,-1,1,98,-4,103,-6,1.1,6,0.1,-0.1
CCN(CCCNC(=O)CNC(=O)Cn1cnc2ccccc2c1=O)c1ccccc1,11,-11,97,9,92,-2,1.1,10,0.6,-0.3
Cc1cc(-c2nc3ccccc3o2)c2ccccc2n1,2,-2,96,-8,107,3,0.86,7,3.3,0.0
COc1ccc(Cl)cc1NC(=S)Nc1cccc(C)c1,4,-4,88,9,90,-3,1.2,19,0.3,-0.3
O=C(CC1C(=O)NCCN1Cc1cccc(Oc2ccccc2)c1)NCCCn1cccn1 (configuration not stated),-11,11,101,-8,106,-5,1,3,0.5,-0.1
Oc1ccc(-c2cccc(-c3ccc(O)cc3)n2)cc1,-27,27,89,-14,113,4,1.5,14,0.1,0.1
COc1ccc(S(=O)(=O)NC(CCSC)C(=O)NC2CCCCC2)cc1 (configuration not stated),2,-2,101,3,97,-6,1.1,7,3.6,-0.2
C=C(C)n1c(=O)[nH]c2ccccc21,.,.,97,6,95,-7,1.2,9,1.4,-0.4
CCC(C)NC(=O)c1n[nH]c(=O)c2ccccc12 (configuration not stated),0,0,95,2,98,.,1,9,0.9,0.2
# Other entries:
SMILES,APP 5UTR inh,APP 5'UTR act,STAT3 activator,STAT1 inh,STAT1 act,FLuc inhib CS,NF-kB expr up,STAT3 blocker,RAM network inh,Hsp70 act
COc1cccc(C2C3CN(C)CC=C3C(C#N)=C(N)C2(C#N)C#N)c1OC (configuration not stated),-1,1,98,-2,102,-6,1.4,7,1.2,-0.1
O=C(c1cnc2nc3ccccc3n2c1)c1cc(F)ccc1O,-45,45,108,-27,122,-5,.,-4,2.5,-0.1
CSCCC(NC(=O)C12CC3CC(CC(C3)C1)C2)C(=O)OCC(=O)c1ccccc1 (configuration not stated),-12,12,100,1,99,-9,1.2,-1,4.2,-0.3
O=C(CCC(=O)N1CCN(C(=O)c2ccco2)CC1)c1ccc(F)cc1,8,-8,99,-10,107,-5,1.2,3,1.4,0.0
CCC1(C)C(Nc2c(C)cccc2C)=NC(=S)N1c1ccc(NC(C)=O)cc1 (configuration not stated),-11,11,111,-1,101,1,0.96,-13,1.6,-0.1
COc1cc(CCC(=O)OCC(=O)Nc2ccccc2OC(F)F)cc(OC)c1OC,-21,21,97,-15,113,-7,0.86,6,3.8,0.3
CCN(C(=O)COC(=O)c1cc(-c2ccccc2)nc2ccc(Br)cc12)C1CCS(=O)(=O)C1 (configuration not stated),-6,7,83,-5,102,-3,0.99,23,6.8,-0.3
C=CCn1c(C)cc(-c2csc(N)n2)c1C,-8,8,102,-2,102,2,1.3,-4,2.8,0.1
Cc1ccc(NC(=O)CS(=O)CC(=O)Nc2ccc3c(c2)OCO3)cc1Cl (configuration not stated),-10,10,106,-7,107,-3,0.89,-4,0.2,0.0
Clc1ccccc1Cn1nnc2c(N3CCCC3)ncnc21,-9,9,99,0,100,-2,1.3,5,-0.6,-0.3
COC(Cc1n[nH]c(=S)n1-c1ccccc1)OC,-22,22,103,-1,101,-5,1.6,2,-1.3,-0.4
O=C(COc1cccc2ccccc12)Nc1cc(S(=O)(=O)N2CCOCC2)ccc1N1CCOCC1,-10,10,129,-1,101,-7,0.47,-35,3.4,-0.3
CCn1cc(CN2N=C(C)CC2c2ccccc2)c(C)n1 (configuration not stated),10,-10,102,-9,106,-6,1.1,6,0.4,0.1
CC1(C)CC(=O)C2=C(C1)N1CCCCC1CC2=O (configuration not stated),-18,18,98,-3,103,-3,1.2,8,0.7,0.0
COc1ccc(/C(O)=C2/C(=O)C(=O)N(CCN(C)C)C2c2cccnc2)cc1OC (configuration not stated),-6,6,105,-3,103,-3,1,3,0.0,-0.2
CCOC(=O)C1=C(C)NC(SCC(=O)O)=C(C#N)C1c1ccco1 (configuration not stated),-12,12,101,5,95,-5,1.2,2,0.0,-0.2
COc1ccccc1NC(=O)CC(NC1CCCCC1)C(=O)O (configuration not stated),1,-1,87,12,90,-10,1.1,18,-0.1,-0.4
CCCCCC(C)n1[nH]c(=O)cc1N (configuration not stated),-8,7,103,5,96,-1,1,1,0.6,-0.1
NC(=O)CSc1ccc(Br)cc1,-6,6,96,5,95,-4,1.3,8,0.8,0.0
CCC(C)(C)n1nnnc1C(C(C)C)N(Cc1cccnc1)Cc1ccco1 (configuration not stated),-4,4,109,5,95,-7,1.3,-3,1.1,1.0
CCOc1cc2c(cc1OCC)C(c1ccc(OC)c(OC)c1)N(c1ccc(C(=O)O)cc1)C(=O)C2 (configuration not stated),4,-4,96,-3,99,-3,1.1,9,-1.3,0.3
CC1(C)Cc2nc(Cl)c(C#N)cc2CO1,5,-5,104,-9,108,2,.,2,2.3,0.0
O=[N+]([O-])c1ccccc1Oc1ccc(Cl)c2cccnc12,-7,7,95,6,94,-5,0.95,11,0.1,-0.1
CC1=CC(C)C(C(=O)O)C(C(=O)Nc2cccnc2)C1 (configuration not stated),4,-4,100,-2,100,0,1.1,3,1.9,0.5
CN(C)/N=C/c1cc(Cl)cc([N+](=O)[O-])c1O,-12,12,108,-2,102,-2,1.2,-12,-1.2,-0.2

# Limited to APP 5'UTR act, for some of the entries so far:
Compound | APP 5'UTR act
NC(=O)CSc1ccc(Br)cc1 | 6
CCN(CCCNC(=O)CNC(=O)Cn1cnc2ccccc2c1=O)c1ccccc1 | -11

# (more compounds)
SMILES,APP 5UTR inh,APP 5'UTR act,STAT3 activator,STAT1 inh,STAT1 act,FLuc inhib CS,NF-kB expr up,STAT3 blocker,RAM network inh,Hsp70 act
COc1ccc2c(c1OC)C(=O)N1N=C(c3ccccc3)CC21 (configuration not stated),-16,16,91,-1,101,9,1.4,16,2.0,-0.1
CC(C)OCCCNC(=O)C(C)Oc1ccccc1 (configuration not stated),10,-10,104,-5,105,-5,1.1,1,0.8,0.4
Cc1cc(N2CCC(C)CC2)c(F)cc1[N+](=O)[O-],6,-6,94,-8,105,-7,1.3,16,1.4,-0.1
O=C(CN1C(=O)NC(CCc2ccccc2)C1=O)NC1CC1 (configuration not stated),3,-3,102,12,91,-4,1.2,3,1.0,-0.2
CCOC(=O)c1ccccc1NC(=O)COC,18,-18,99,0,100,-11,1.1,4,2.0,-0.4
COc1ccc(OC)c(/C=N/NC(=O)C(=O)NCc2cccnc2)c1,7,-7,84,1,98,-1,1.3,20,2.9,0.2
N#C/C(=C\c1ccccc1)c1ccccn1,-46,46,94,-32,130*,19,1.9,8,0.0,0.0
CC(C)(Oc1ccc(Cl)cc1)C(=O)OCn1nnc2ccccc2c1=O,-19,19,97,1,99,-1,1.1,12,2.9,-0.2
O=C(Cn1nc(-c2ccccc2)c2ccccc2c1=O)Nc1cccnc1,8,-8,102,0,105,-6,0.85,-1,1.9,-0.4
c1ccc(CN2CCN(c3nc4ccccc4c4ccccc34)CC2)cc1,8,-8,96,1,99,0,1.1,6,0.2,-0.1
CCOC(=O)C1(Cc2ccc(O)cc2)NC(c2ccccc2F)C2C(=O)N(C)C(=O)C21 (configuration not stated),5,-5,107,1,99,-10,1.1,-4,-0.2,-0.1
CCOC(=O)CSc1nc(C2CC2)cc(-c2ccc(F)cc2)c1C#N,-2,2,94,1,99,-4,1.3,15,1.8,-0.3
Cn1cc(Cl)c(C(=O)Nc2cnn(Cc3ccc(F)cc3)c2)n1,10,-10,109,-2,101,-1,0.84,-5,0.7,-0.3
CCN1CCN(CC(O)COc2ccc(Cl)cc2)CC1 (configuration not stated),10,-9,103,3,97,0,0.9,2,1.0,-0.3
CC(=O)Nc1ccc(Nc2ccc(S(=O)(=O)C(F)(F)F)cc2[N+](=O)[O-])cc1,-2,2,100,4,97,1,0.72,5,0.4,-0.4
Fc1cccc(CSc2ncnc3c2oc2ccccc23)c1,-6,6,87,-5,104,-4,1.5,20,7.0,-0.4

# Marked active in STAT1 act, of those listed so far:
compound,APP 5UTR inh,APP 5'UTR act,STAT3 activator,STAT1 inh,STAT1 act,FLuc inhib CS,NF-kB expr up,RAM network inh,Hsp70 act
N#C/C(=C\c1ccccc1)c1ccccn1,-46,46,94,-32,130*,19,1.9,0.0,0.0

# Arranged by the number under NF-kB expr up (high to low): some entries from above.
molecule,APP 5UTR inh,APP 5'UTR act,STAT3 activator,STAT1 inh,STAT1 act,FLuc inhib CS,NF-kB expr up,RAM network inh,Hsp70 act
Cc1cc(N2CCC(C)CC2)c(F)cc1[N+](=O)[O-],6,-6,94,-8,105,-7,1.3,1.4,-0.1
O=C(CN1C(=O)NC(CCc2ccccc2)C1=O)NC1CC1 (configuration not stated),3,-3,102,12,91,-4,1.2,1.0,-0.2
CCOC(=O)C1(Cc2ccc(O)cc2)NC(c2ccccc2F)C2C(=O)N(C)C(=O)C21 (configuration not stated),5,-5,107,1,99,-10,1.1,-0.2,-0.1
O=C(Cn1nc(-c2ccccc2)c2ccccc2c1=O)Nc1cccnc1,8,-8,102,0,105,-6,0.85,1.9,-0.4
